AddAB inh = less growth of phage-infected E. coli with AddAB; hit rate 0.29% among 330,000; AID 435030; inhibition, % at 11.9 µM; E. coli expressing H. pylori AddAB, absorbance growth; in the data active = inhibition above about 12%;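 note: 0% = vehicle wells of infected cells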
HTR5A ag = counter-screen for OPRM1-OPRD1 agonists: human HTR5A agonism; activation, % at 9.3 µM; hit rate 0.61% among 340,000; P47898; HTR5A agonist assay, luminescence, cell-based; in the data active = activation mostly above about 9.5%, no sharp cut-off; inactive = mostly below about 7.6%;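 note: 0% = cells with vehicle only and 100% = reference agonist; strong numbers were not always called active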
OPRM1-OPRD1 ag = OPRM1-OPRD1 heterodimerization agonism. cells, luminescence. activation, % at 9.3 µM. hit rate 0.3% among 340,000; in the data active = activation above about 18%;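 note: 0% = vehicle-treated cells and 100% = reference agonist; values of inactives mirror those of a sister screen read the other way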
Target sequence (P35372 whole entry, looked up): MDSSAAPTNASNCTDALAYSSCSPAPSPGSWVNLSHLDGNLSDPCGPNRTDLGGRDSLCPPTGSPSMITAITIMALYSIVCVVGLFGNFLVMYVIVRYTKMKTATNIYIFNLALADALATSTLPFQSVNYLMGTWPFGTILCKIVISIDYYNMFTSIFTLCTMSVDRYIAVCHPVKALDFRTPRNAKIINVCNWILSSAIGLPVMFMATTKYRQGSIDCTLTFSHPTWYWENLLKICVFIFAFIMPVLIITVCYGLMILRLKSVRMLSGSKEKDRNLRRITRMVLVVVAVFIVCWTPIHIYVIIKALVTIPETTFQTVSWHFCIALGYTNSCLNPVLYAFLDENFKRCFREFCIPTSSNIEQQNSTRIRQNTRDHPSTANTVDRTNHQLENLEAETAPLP
Target sequence (P41143 whole entry, looked up): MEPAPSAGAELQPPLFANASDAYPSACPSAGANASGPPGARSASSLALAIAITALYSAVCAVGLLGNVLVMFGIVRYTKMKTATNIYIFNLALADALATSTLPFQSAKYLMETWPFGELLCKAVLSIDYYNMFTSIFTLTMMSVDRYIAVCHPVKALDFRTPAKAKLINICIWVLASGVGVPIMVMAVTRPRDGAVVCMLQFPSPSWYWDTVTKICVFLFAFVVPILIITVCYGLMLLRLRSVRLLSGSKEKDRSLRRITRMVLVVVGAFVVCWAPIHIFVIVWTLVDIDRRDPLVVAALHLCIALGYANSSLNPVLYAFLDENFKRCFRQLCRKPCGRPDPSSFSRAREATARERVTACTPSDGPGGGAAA
Mot1-301 SUMO = blocks SUMOylation pathway, rescuing yeast Mot1-301 growth | S. cerevisiae Mot1-301 growth rescue, ATP luminescence, 38.5C; percent above DMSO median, 100 means doubled | growth rescue, % at 18.8 µM | hit rate 1% among 320,000;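 active = every valid replicate shows activation above 250% relative to neutral control wells; inactive = the rest, any valid replicate at or below 250%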;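 note: OY570 slx delta 5 strain wells were the positive control but not used for scaling; some compounds called inactive have numbers as strong as hits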
HTR5A inv ctr = counter-screen for OPRM1-OPRD1 inverse agonists: human HTR5A inverse agonism. P47898. hit rate 0.083% among 340,000. inhibition, % at 9.3 µM. HTR5A cell line, luminescence; in the data active = inhibition mostly above about 23%, no sharp cut-off; inactive = mostly below about 18%;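 note: 0% = cells with DMSO and 100% = no-cell wells with DMSO; some compounds called inactive have numbers as strong as hits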
E coli growth = counter-screen for AddAB inhibitors: E. coli growth inhibition; E. coli V3065 growth, OD600 absorbance, 18 h; inhibition, % at 11.9 µM; hit rate 0.27% among 330,000;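 active = inhibition above the campaign's mean inhibition across all tested compounds plus 3 SD, cut at about 9.9% in these data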;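 note: uninfected addAB+ strain grown without phage in ampicillin broth; 0% = DMSO wells and 100% = ciprofloxacin 0.95 µg/ml wells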
PfHsp90 yeast 2 = reduces growth (ATP signal) of yeast expressing P. falciparum Hsp90. S. cerevisiae expressing PfHsp90, BacTiter-Glo ATP, 48 h; yeast lacking PDR1 and PDR3 efflux regulators. inhibition, % at 9.4 µM. hit rate 0.32% among 310,000. AID 504621;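 active = every replicate shows inhibition above about 80%, whatever the replicate mean, limit read from the data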;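 note: 0% = DMSO neutral controls and 100% = 20 µM radicicol positive controls; yeast relying on Plasmodium falciparum Hsp90 in place of its own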
MOR-DOR inv ag = mu-delta opioid heterodimer inverse agonism | cell-based MOR-DOR heterodimer luminescence | inhibition, % at 9.3 µM | hit rate 0.21% among 340,000 | P35372+P41143; in the data active = inhibition above about 22%, passing the limit was not always enough;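 note: 0% = cells with DMSO and 100% = wells without cells with DMSO; values of inactives mirror those of a sister screen read the other way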
Pemphigus Ab inh = inhibitors of pemphigus antibody binding to human desmoglein-3; P32926; DSG3-coupled beads, scFv-anti-DSG3-GFP binding, flow cytometry; hits give low values; binding (percent of control), % at 10 µM; hit rate 0.48% among 310,000; AID 588358;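 active = binding more than 3 SD below its plate's average and above zero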;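 note: hits lower antibody fragment binding to DSG3; some compounds called inactive have numbers as strong as hits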
PKA-R1A activ = activators of PKA-R1A complex. P00514+P68181. PKA-R1A dissociation, Cy5-IP20 fluorescence polarization; scaled: DMSO 0%, 113 µM cGMP 100%. activation, % at 11.4 µM. hit rate 0.083% among 340,000. AID 504707;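 active = percent activation above the mean of all tested compounds plus 3 SD, cut at about 19% in these data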;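 note: higher means more PKAc released from R1A so a rise in polarization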
phage Ecoli inh = E. coli growth loss with phage present. hit rate 0.26% among 360,000. growth absorbance. inhibition, % at 11.9 µM; in the data active = inhibition above about 11%
* marks the source's active call; other numbers are inactive results; x = no result given.

SMILES | AddAB inh | HTR5A ag | OPRM1-OPRD1 ag | Mot1-301 SUMO | HTR5A inv ctr | E coli growth | PfHsp90 yeast 2 | MOR-DOR inv ag | Pemphigus Ab inh | PKA-R1A activ | phage Ecoli inh
CCOc1cccc(C(=O)Nc2ccc(N(CC)CC)cc2)c1 | 0.8 | 2.0 | -2.0 | -2.2 | -17.5 | 1.1 | -22.5 | 12.7 | x | -13.1 | 3.5
CC(NC(=O)COC(=O)COc1ccc(Cl)cc1)c1ccccc1 (stereo unspecified) | -1.1 | 3.7 | -2.5 | 12.5 | -15.1 | -1.6 | 3.5 | 13.1 | 127.7 | -8.1 | 2.1
CCN(c1c(C)n(C)n(-c2ccccc2)c1=O)S(C)(=O)=O | 1.9 | 4.1 | -1.4 | -5.6 | -1.9 | -0.5 | 12.9 | 7.7 | x | -2.8 | 2.4
NS(=O)(=O)c1ccc(N/N=C2/CCCc3ccccc32)c([N+](=O)[O-])c1 | 4.6 | 1.8 | 3.0 | -12.5 | 17.8 | -1.4 | 14.1 | -14.4 | 90.7 | -3.8 | 2.3
COc1ccc(CN(C)C(=O)c2ccccc2OCc2c(C)noc2C)c(OC)c1 | -0.1 | -0.1 | 0.5 | 0.1 | 0.3 | -0.7 | -7.5 | -2.2 | x | 13.6 | 5.5
CCC(Sc1nc2cc(OC)c(OC)cc2c(=O)n1Cc1ccc(OC)cc1)C(=O)NCCOC (stereo unspecified) | 4.8 | 0.6 | -5.1 | 396.4 | -1.8 | -3.2 | -2.5 | 23.6 | 103.0 | -1.5 | 2.4
CCOC(=O)NC(=O)CSc1nc(C)cc(C)c1C#N | 0.0 | -0.6 | -1.6 | 5.3 | -16.4 | -1.7 | 17.0 | 9.6 | 101.6 | -6.8 | 0.8
Fc1ccccc1NC(=S)Nn1cnnc1 | 3.0 | 1.0 | -3.1 | 218.1 | 0.0 | 0.3 | 12.0 | 16.4 | x | -1.8 | 1.8
C=CCOCC(O)CS(=O)(=O)Cc1ccc(Cl)cc1 (stereo unspecified) | -0.3 | 1.0 | -0.3 | -13.1 | -2.6 | 1.5 | -11.9 | 1.5 | 86.8 | -4.7 | 4.1
CC(NC(=O)CC12CC3CC(CC(C3)C1)C2)C(=O)O (stereo unspecified) | -0.2 | 1.1 | -1.7 | -1.1 | 2.6 | 0.5 | -14.2 | 9.6 | 100.1 | -8.8 | 1.6
CCOc1cc(/C=N/O)ccc1OCC(=O)Nc1cccc(C)c1 | 1.6 | 0.6 | 1.4 | -18.0 | 1.2 | -0.9 | -35.4 | -7.7 | 96.9 | 18.1 | 2.0
COc1ccccc1N=Nc1ccc(N)c(C)c1 | 3.1 | 2.0 | -3.7 | -3.9 | -7.5 | 1.0 | 13.8 | 17.7 | 105.1 | -5.7 | 0.5
CCOc1cccc(C(=O)Nc2ccccc2OC(F)F)c1 | 2.7 | 4.7 | -0.1 | -0.2 | 6.2 | -2.2 | x | 0.5 | 92.7 | 3.4 | 2.9
CCOC(=O)/C(C#N)=N/Nc1ccc(S(=O)(=O)N2CCc3ccccc32)cc1 | 3.2 | -3.4 | 0.7 | 7.5 | 12.6 | -0.2 | 13.6 | -3.6 | 95.6 | -6.0 | 1.6
CS(=O)(=O)N(CC(=O)N/N=C/c1ccc(OCC(=O)N2CCOCC2)cc1)c1ccccc1Cl | 4.5 | -4.5 | -1.2 | -13.3 | 21.1 | -1.3 | -3.3 | 5.9 | x | -11.3 | 4.0
O=C(CN1C(=O)CC(c2ccco2)Sc2ccccc21)NC1CCCCC1 (stereo unspecified) | 0.6 | 5.6 | -3.0 | 12.5 | -15.8 | -1.1 | -6.8 | 15.6 | 98.6 | -9.9 | 2.5
CCC(=O)c1ccccc1OCCN1C(=O)NC(C)(C)C1=O | 0.8 | 5.0 | -2.2 | 1.9 | 8.6 | 0.7 | 6.7 | 11.5 | 107.0 | -0.7 | 1.3
Cc1ccc(-c2csc(-c3c[nH]c4ccccc34)n2)c(C)c1 | 1.1 | -7.1 | 0.8 | -8.9 | 18.4 | 1.2 | -23.2 | -4.2 | 97.8 | -5.6 | 3.2
COc1cccc(C(=O)Oc2ccc3ccc(=O)oc3c2)c1 | 1.2 | -0.9 | 0.2 | 4.6 | 3.5 | -2.3 | -19.4 | -1.0 | 89.5 | -3.8 | -0.7
CCCCc1c(O)nc2sc3cc(OC)ccc3n2c1=O | 0.0 | -0.6 | -1.6 | 177.3 | 3.6 | -2.3 | -22.1 | 6.6 | 94.1 | -3.3 | 1.2
CC(=O)N1CCN(CC(O)COc2ccc(S(=O)(=O)N3CCOCC3)cc2)CC1 (stereo unspecified) | -0.7 | -3.7 | 2.7 | -11.4 | 9.0 | -1.6 | -1.5 | -10.9 | 97.8 | -3.9 | -0.2
C=CCN1C(=O)c2ccc(C(=O)NCCOc3ccccc3F)cc2C1=O | -0.5 | -6.4 | -0.2 | 0.5 | 2.6 | 1.0 | -31.0 | 0.9 | 94.1 | 10.5 | 1.4
Cc1cccc(NC(=O)c2cc([N+](=O)[O-])ccc2N2CCN(C)CC2)c1 | 1.0 | -0.2 | -2.7 | 6.2 | 0.5 | -1.3 | -10.9 | 14.1 | 100.1 | -0.9 | 2.8
O=C(Cc1cccs1)Nc1nnc(SCc2cccc3ccccc23)s1 | 0.2 | 6.2 | -0.9 | 18.4 | -5.3 | 0.9 | -13.5 | 5.0 | 106.9 | -6.4 | -1.0
C/C(=N\NC(=O)CCc1ccc(S(=O)(=O)N2CCOCC2)cc1)c1ccc(Br)cc1 | 1.5 | 1.2 | -0.3 | 2.1 | -3.3 | 1.3 | 4.5 | 1.4 | 99.7 | -10.7 | -2.5

Carrying on.
SMILES | AddAB inh | HTR5A ag | OPRM1-OPRD1 ag | Mot1-301 SUMO | HTR5A inv ctr | E coli growth | PfHsp90 yeast 2 | MOR-DOR inv ag | Pemphigus Ab inh | PKA-R1A activ | phage Ecoli inh
O=C(COc1ccccc1F)Nc1ccc2c(c1)CCC2 | 2.7 | -2.6 | 5.2 | -2.8 | 6.7 | 1.6 | -9.2 | -20.6 | x | -10.7 | 6.1
Cc1cc(Cl)ccc1OCC(=O)NNC(=O)c1ccc(=O)[nH]c1 | -1.2 | 0.0 | -2.8 | -11.7 | 0.1 | -0.9 | -7.5 | 14.8 | 121.3 | -0.8 | 0.0
CCN(Cc1ccccc1)C(=O)C1CCC(CNc2c(N3CCOCC3)c(=O)c2=O)CC1 (stereo unspecified) | 0.9 | -1.3 | -2.4 | 3.1 | 3.7 | -0.2 | 15.0 | 12.5 | 101.6 | -19.3 | 3.8
O=C(NNC1=NC2(CCCC2)Cc2ccccc21)c1ccncc1 | 2.4 | -0.2 | -2.5 | 1.2 | 0.5 | 2.6 | -33.7 | 12.6 | 97.1 | -6.6 | 2.4
COC(=O)c1cn(NC(=O)Cc2ccc(Cl)c(Cl)c2)c(=O)c2ccccc12 | 0.6 | 3.1 | 3.4 | 18.8 | -16.9 | -0.1 | -25.4 | -21.2 | 100.8 | 1.4 | 4.3
CSc1nc2c(c(=O)n1C)SC(C)C2 (stereo unspecified) | -0.2 | 9.1 | 0.5 | -7.6 | -6.7 | -0.1 | 11.0 | -3.0 | 102.8 | -3.5 | 1.5
CC1(C)C(=O)OC(C(=O)c2ccc(Cl)cc2)C(C)(C)C1=O (stereo unspecified) | 6.8 | -4.6 | -1.6 | 98.9 | 16.9 | -0.3 | -11.0 | 8.3 | 98.8 | 1.3 | 1.5
O=C(CSc1nc(=O)n(CCCN2CCOCC2)c2c1CCCC2)Nc1cccc(Cl)c1 | -1.7 | -1.9 | 0.6 | -9.2 | 5.3 | -1.9 | 0.9 | -3.0 | 103.1 | 2.8 | 1.9
O=C(O)COc1ccc(Br)cc1C(c1c(C(=O)O)[nH]c2ccccc12)c1c(C(=O)O)[nH]c2ccccc12 | 0.3 | 1.6 | -2.9 | -1.7 | -6.2 | -0.1 | -22.0 | 14.1 | 123.7 | -2.7 | x
O=C(OCc1nnc(-c2ccccc2)o1)c1cccnc1Cl | 5.1 | -6.6 | -1.1 | -13.3 | 17.1 | 0.9 | 9.8 | 6.2 | 94.5 | -3.3 | 0.8
Nc1ccccc1C(=O)NCc1ccc(F)cc1 | 4.0 | 2.1 | -0.2 | 4.3 | -10.9 | -4.0 | x | 1.2 | 106.3 | -2.0 | 1.6
COc1ccc(S(=O)(=O)/N=C2/NC(=O)/C(=C\c3ccco3)S2)cc1 | 1.9 | 1.8 | -0.7 | 3.1 | 1.2 | 2.8 | -20.3 | 4.0 | 125.5 | 2.6 | 2.3
CCOC(=O)C(=O)/C(=C\N(C)C)c1onc(-c2ccccc2)c1C(=O)OC | 2.4 | -2.4 | -1.9 | 6.7 | 5.3 | -1.4 | x | 9.2 | 108.0 | -6.6 | 2.3
O=C(/C=C/c1cccs1)NC1CC1 | 0.8 | -1.9 | 1.8 | -7.8 | 5.3 | -1.5 | -27.3 | -9.3 | 95.6 | 4.8 | 5.4
CC(C(=O)Nc1nccs1)N1C(=O)C2CC=CCC2C1=O (stereo unspecified) | -1.4 | 1.9 | -2.6 | -6.2 | -7.3 | -5.1 | -5.6 | 14.8 | 113.0 | -1.5 | 1.1
C=CCN(CC(O)c1cccc([N+](=O)[O-])c1)C(C)CCc1ccccc1 (stereo unspecified) | 1.4 | 6.3 | 7.0 | -1.3 | -19.7 | -0.6 | -18.9 | -36.9 | 96.7 | -11.4 | -0.4
NNC(=O)c1csc(-c2cccc(C(F)(F)F)c2)n1 | 2.4 | -1.4 | 2.7 | -12.7 | 3.5 | -0.9 | -7.9 | -12.4 | x | -6.9 | 3.2
C=CCON/C(CCC)=C1\C(=O)CC(C)(C)CC1=NC | -1.0 | 4.3 | -1.5 | -5.5 | -20.7 | 1.1 | 20.4 | 7.5 | 113.2 | 1.1 | 1.7
Cc1cc(C)n(CCNS(=O)(=O)c2ccc(Cl)cc2)n1 | 1.9 | 7.9 | -3.7 | -16.0 | 13.2 | 5.0 | 9.7 | 12.1 | 109.0 | 1.2 | 1.9
CC(C)(C)NC(=O)COc1ccc(CNn2nnnc2N)cc1 | 2.8 | -1.9 | -2.9 | x | -11.4 | 2.2 | 17.1 | 18.2 | 97.8 | -3.9 | 1.9
Cc1cc(C)n(-c2n[nH]c(C)c2[N+](=O)[O-])n1 | -1.7 | 0.0 | -2.8 | 9.0 | -24.6 | 2.4 | 25.4 | 13.7 | 105.3 | 1.5 | 4.2
COc1ccccc1C(=O)NCCC(=O)Nc1nc2ccccc2[nH]1 | 1.6 | 1.6 | -0.7 | 9.1 | -7.5 | 2.6 | 4.2 | 4.9 | 100.8 | -8.9 | 5.4
O=C(Nc1ccc(S(=O)(=O)N2CCOCC2)cc1)c1ccc(F)cc1 | 5.3 | 1.8 | -2.8 | 5.0 | -6.5 | 0.5 | -9.1 | 13.1 | 101.9 | -7.6 | 3.5
